Assay outcomes deposited in PubChem BioAssay by The Scripps Research Institute Molecular Screening Center.
MITF primary – blocks human microphthalmia-associated transcription factor | 650,000 tested, 0.91% active | inhibition, % at 2.6 µM | AlphaScreen MITF homodimerization, bead proximity signal | O75030 | AID 1259374; in the data active means inhibition above about 50%;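 further: 0% = vehicle wells with protein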
Target sequence (O75030 whole entry, looked up): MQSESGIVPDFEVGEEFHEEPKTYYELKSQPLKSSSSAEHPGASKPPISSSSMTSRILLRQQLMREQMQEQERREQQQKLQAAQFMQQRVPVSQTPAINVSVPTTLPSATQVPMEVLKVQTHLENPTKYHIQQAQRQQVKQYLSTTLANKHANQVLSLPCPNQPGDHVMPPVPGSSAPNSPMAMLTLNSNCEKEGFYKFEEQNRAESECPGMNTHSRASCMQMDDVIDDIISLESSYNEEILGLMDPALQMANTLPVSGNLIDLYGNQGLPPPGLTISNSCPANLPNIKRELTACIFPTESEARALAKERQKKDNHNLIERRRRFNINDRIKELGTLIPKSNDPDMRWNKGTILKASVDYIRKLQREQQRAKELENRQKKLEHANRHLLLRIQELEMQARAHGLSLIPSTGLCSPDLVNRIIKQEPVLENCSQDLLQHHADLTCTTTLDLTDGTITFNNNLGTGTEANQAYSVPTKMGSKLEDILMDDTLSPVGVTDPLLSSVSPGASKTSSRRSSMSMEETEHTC
TEAD-YAP block – TEAD-YAP interaction inhibition; inhibition, % at 9.12 µM; HEK-TIYL cells, TEAD-Gal4/YAP UAS-luciferase luminescence; 640,000 tested, 1.4% active; AID 1259422; in the data active means inhibition above about 32%;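 further: 0% = median of test compound wells and 100% = reference inhibitor wells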
FBW7 act – activators of human E3 ligase FBW7 | AlphaScreen FBW7–phospho-cyclin E peptide binding, activator screen | normalized activity (activation), % at 26.1 µM | 650,000 tested, 0.13% active | AID 1259310; in the data active means normalized activity above about 1.9%;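 further: purified mutant Fbw7 with reduced substrate affinity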
GPR151 activ – activators of human GPR151 | activation, % at 11.2 µM | 650,000 tested, 1% active | AID 1508602 | Q8TDV0 | PathHunter beta-arrestin GPR151 cells, luminescence; in the data active means activation above about 4.9%;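 further: 0% = median of compound wells and 100% = cells with positive control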
Target sequence (Q8TDV0 whole entry, looked up): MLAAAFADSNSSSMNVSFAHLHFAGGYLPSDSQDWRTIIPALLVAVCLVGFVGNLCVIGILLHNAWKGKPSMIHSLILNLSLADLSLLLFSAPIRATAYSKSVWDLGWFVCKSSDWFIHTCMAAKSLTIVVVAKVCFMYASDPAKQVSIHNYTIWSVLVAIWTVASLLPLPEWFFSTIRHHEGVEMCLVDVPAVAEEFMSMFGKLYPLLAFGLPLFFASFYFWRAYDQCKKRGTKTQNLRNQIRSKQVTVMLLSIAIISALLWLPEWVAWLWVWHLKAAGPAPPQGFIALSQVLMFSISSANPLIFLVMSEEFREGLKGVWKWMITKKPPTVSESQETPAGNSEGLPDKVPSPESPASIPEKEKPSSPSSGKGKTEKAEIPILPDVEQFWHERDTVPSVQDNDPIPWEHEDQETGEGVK
An asterisk follows results filed as active; & = joins results of further samples; ! = not active in a repeat. Some of the compounds tested; the hit share may differ from the screen's.

SMILES | MITF primary | TEAD-YAP block | FBW7 act | GPR151 activ
Brc1cccc(CN2CCNCC2)c1 | -14.0 | -4.3 | -0.2 | -0.2
COc1ccc(CCNCc2ccc(OC)cc2)cc1 | 21.1 | 8.1 | 0.1 | -0.6
CCOC(=O)C1CC2CCCN2C12C(=O)N(Cc1ccccc1)c1ccccc12 (centres undefined) | 12.8 | 4.8 | 0.1 | -2.5
CN(C)CCN1C(=O)C2C3C=CC(C2C1=O)C1C2C(=O)N(CCN(C)C)C(=O)C2C31 (centres undefined) | 1.9 | -0.2 | -0.1 | 1.5
O=C1NC(=S)N(c2ccccc2)C(=O)/C1=C\C=C\c1ccco1 | 74.9* | -2.5 | -0.8 | -0.6
CCOc1cc(-c2c(C#N)c(N)n3c(nc4ccccc43)c2C#N)ccc1OCc1cccc(C(F)(F)F)c1 | -0.8 | 7.2 | 0.0 | 0.2
C=CC[C@]1(O)CC[C@H]2[C@@H]3CCC4=CCCC[C@@H]4[C@H]3CC[C@@]21C | 13.8 | -1.8 | 0.3 | -2.0
CC(=O)OC1(C(=O)O)c2ccccc2-c2ccccc21 | 9.9 | 2.9 | 0.0 | -0.1
OCc1nc2ccccc2n1CN1CC=C(c2ccccc2)CC1 | -5.3 | -1.6 | 0.2 | -0.8
CC(c1ccccc1F)n1cc(C(=O)NC2CCCC2)nn1 (centres undefined) | 10.4 | -6.6 | 0.2 | -0.3
O=C1NC(=S)NC(=O)C1=Cc1ccc(Br)s1 | -5.1 | -2.6 | 0.0 | -1.5
Cc1nn(CCC#N)c2c1P(=S)(N1CCOCC1)OC(c1ccccc1)=N2 (centres undefined) | 1.2 | 4.8 | 0.4 | -0.3
Cc1ccc(/C=C2/Sc3ccc(C(=O)N4CCC5(CC4)OCCO5)cc3NC2=O)cc1 | 11.2 | -9.1 | 0.1 | -0.5
CCSc1nnc(CCNC2CCCC2)n1C | 3.0 | 8.6 | 0.2 | 0.0
CCN1CCC2(CC1)CC(C)c1cccc(C)c1N2 (centres undefined) | 13.6 | 1.1 | -0.1 | -0.2
O=c1c2ccccc2nc(/C=C\c2ccc(F)c(F)c2)n1-c1ccc([N+](=O)[O-])cc1 | 8.5 | -6.3 | 0.0 | 1.8
O=C(Cc1ccccc1)N1CCN(Cc2cccnc2)CC1 | 68.7* | 0.9 | -0.2 | 0.0
c1ccc2c3c([nH]c2c1)CNCC3 | 6.8&8.2 | 6.6&7.3 | 0.3&-0.1 | -1.2&-1.9
O=C1CN(C(=O)COC(=O)Cc2ccccc2)c2ccccc2N1 | 11.2 | 2.1 | 1.2 | 2.3
CCOC(=O)c1c(C)c(C(=O)N2CCC3(CC2)OCCO3)c(C)n1CC | 10.0 | 1.1 | 0.3 | 0.0
CN1CCN(C(=O)COc2ccc(C(C)(C)C)cc2)CC1 | 18.4 | -6.8 | 0.5 | -0.1
CCOc1cc(C=C2C(=O)NC(=S)NC2=O)ccc1OCc1ccc(C(=O)O)cc1 | -4.0 | 4.5 | -0.2 | -1.2
CCCCCCOC(=O)c1ccccc1N | 8.2 | -3.7 | -0.1 | -0.1
CC1SC2(CN3CCC2CC3)NC1=O (centres undefined) | -10.4 | -4.2 | -0.1 | -0.8
O=C1NC(=O)C2C1C1(Cl)C(Cl)=C(Cl)C2(Cl)C1(Cl)Cl (centres undefined) | 3.9 | -4.4 | 0.0 | -0.8
COc1cccc(CN2CCN(C)C(CCO)C2)c1OC (centres undefined) | -9.7 | -9.2 | 0.3 | -0.5
COc1ccc2[nH]c(C)c(CCNCc3ccc4ccccc4n3)c2c1 | 40.3 | 3.6 | -0.3 | 0.2
CN1CCN(c2c(F)cc3[nH]c(=S)[nH]c3c2Br)CC1 | 16.8 | -5.6 | 0.0 | -0.3
CCOP(=O)(OCC)c1cc(C)c(O)c(C(C)(C)C)c1 | -7.9 | -6.5 | -0.2 | -0.1
CCC1(CC)C(=O)NC(=NNC(N)=S)NC1=O | -3.5 | 3.8 | -0.6 | -0.2
COc1ccc(CN2CCN(C)CC2)c(OC)c1OC | 6.4 | -1.8 | 0.0 | 0.8
COc1cc(OC)c(OC)cc1CN1CCN(C(=O)COc2ccccc2)CC1 | 53.9* | 13.2 | 0.6 | -1.8
CC(C)CN1CCN(Cc2ccc(F)cc2Cl)CC1CCO (centres undefined) | -4.8 | -6.9 | -0.2 | -0.1
COc1ccc(-n2c(/C=C/c3cccc(F)c3)nc3ccccc3c2=O)c(OC)c1 | -4.7 | -6.3 | -0.1 | -0.6
COc1cccc(/C=C2\C(=O)C3CCN2CC3)c1OC | 0.4 | -11.4 | 0.0 | 0.1
c1ccc2[nH]c(CCN3CCCCC3)nc2c1 | -1.6 | -18.0 | -0.1 | -0.4
CC(Cc1ccccc1)N1CO/C(=N/P2(=S)OCCO2)C1 (centres undefined) | -3.4 | -0.3 | -0.2 | -0.1
CC[n+]1c(/C=C/C=C2\N(C)c3ccccc3C2(C)C)n(-c2ccccc2)c2cc(Cl)ccc21 | -24.2 | 90.5* | 0.1 | 8.3*
CCOc1ccccc1N1CCN(Cc2ccccc2O)CC1 | -33.1 | -5.4 | -0.1 | -0.8
COc1ccc(-n2c(/C=C\c3ccccc3F)nc3ccccc3c2=O)c(OC)c1 | -15.0 | -0.9 | 0.2 | 0.0
CCN1CCN(C(=O)COc2ccc3c(c2)C(=O)CC2(CCN(C(C)=O)CC2)O3)CC1 | -15.7 | -8.1 | 0.1 | 0.5
O=C1NC(=S)N(Cc2ccco2)C(=O)/C1=C\c1ccc(-c2ccc([N+](=O)[O-])cc2)o1 | 89.9* | 3.4 | -1.2 | 1.9
Cc1ccc(-n2c(Cc3ccccc3)nc3ccccc3c2=O)cc1 | 4.0 | -0.3 | 0.0 | -0.2
Cc1ccc2[nH]c(C)c(CCNCc3ccccn3)c2c1 | 14.5 | 7.6 | -0.1 | -0.2
O=C(O)C(Cc1cnc[nH]1)NS(=O)(=O)c1ccc(F)cc1 (centres undefined) | 13.7 | 3.7 | 0.1 | -0.8
O=C1CC(=O)N(c2cccc(Br)c2)C(=S)N1 | -2.1 | 1.6 | -0.4 | -1.6
COc1cc2c(cc1O)CCN[C@@H]2C | 3.2&6.7 | -1.6&5.2 | 0.1&0.4 | 3.6&-0.6
O=C(Nc1ccc(Cl)c(Cl)c1)C(Cl)(Cl)Cl | 11.9 | 17.3 | 0.2 | 0.3
CC(N)c1cccc(Cl)c1Cl (centres undefined) | -13.6 | 2.8 | -0.1 | 0.9
CN(c1ccc2[nH]ncc2c1)C1CCN(CC(O)c2ccc(Cl)cc2)CC1 (centres undefined) | 19.9 | 4.1 | -0.5 | -0.5
Cc1[nH]c2c(F)cccc2c1CCN | 4.4 | 1.8 | 0.2 | 1.5
COc1ccc2c(c1)O/C(=C\c1ccc(OC(=O)N(C)C)cc1)C2=O | 3.1 | 2.2 | -0.7 | 2.7
NC(=O)COC(=O)COc1ccc(Cl)cc1Cl | -10.0 | -10.7 | -0.2 | -0.8
CCC[N+]12CCC(CC1)C(C(O)(c1ccccc1)c1ccccc1)C2 (centres undefined) | 2.6 | 2.3 | 0.1 | -0.1
C#CCOC(=O)C1=CCCN(C)C1 | -0.3&-1.8 | -0.9 | -0.1&0.0 | 0.6&0.5
O=[N+]([O-])c1cc(F)c(N2CCCCC2)cc1Br | -2.9 | -12.2 | -0.2 | 0.0
Cc1cc(C)[n+]2c(n1)sc1cc(O)ccc12 | 4.2 | 6.3 | 0.0 | 0.1
O=C(O)c1sc2cc(Cl)ccc2c1Cl | 19.3 | -8.4 | 0.0 | -0.5
CC(C)[C@]1(O)[C@@H](OC(=O)c2ccc[nH]2)[C@@]2(O)[C@@]3(C)C[C@]4(O)O[C@@]5([C@H](O)[C@@H](C)CC[C@]35O)[C@@]2(O)C41C | 4.6 | 0.5 | 0.0 | 0.5
COc1ccc2[nH]c(C)c(CCN)c2c1 | 8.3 | 8.6 | 0.0 | -0.5

Complete entries, quoted from the list. Screens in order: MITF primary	TEAD-YAP block	FBW7 act	GPR151 activ
Cc1ccc(/C=C2/Sc3ccc(C(=O)N4CCC5(CC4)OCCO5)cc3NC2=O)cc1 as listed: 11.2	-9.1	0.1	-0.5
COc1ccc2c(c1)O/C(=C\c1ccc(OC(=O)N(C)C)cc1)C2=O as listed: 3.1	2.2	-0.7	2.7
C=CC[C@]1(O)CC[C@H]2[C@@H]3CCC4=CCCC[C@@H]4[C@H]3CC[C@@]21C as listed: 13.8	-1.8	0.3	-2.0
CCSc1nnc(CCNC2CCCC2)n1C as listed: 3.0	8.6	0.2	0.0
CCC1(CC)C(=O)NC(=NNC(N)=S)NC1=O as listed: -3.5	3.8	-0.6	-0.2

Further structures.
SMILES | MITF primary | TEAD-YAP block | FBW7 act | GPR151 activ
COc1ccc(C(CN(C)C)C2(O)CCCCC2)cc1 (centres undefined) | 3.6&-2.3&-4.5 | 4.0&-8.6 | -0.1&0.1&0.6 | 8.7*!
CCOc1cc(C2C(C#N)=C(N)Oc3c2c(=O)oc2ccccc32)cc([N+](=O)[O-])c1OC(=O)c1cccs1 (centres undefined) | -1.6 | -0.1 | -0.1 | -1.1
COc1ccccc1CC(=O)N1CCN(Cc2ccco2)C[C@@H]1C | -19.2 | -3.6 | -0.1 | -0.7
COc1ccc(CCNC2CCCCCC2)cc1 | 3.1 | -2.0 | 0.2 | 0.0
N#CCOc1ccc(Br)cc1C1C(C#N)=C(N)Oc2n[nH]c(-c3ccccc3)c21 (centres undefined) | -11.9 | -3.1 | -0.2 | 0.2
CN1CCN(Cc2ccccc2C(F)(F)F)CC1 | 2.7 | -2.4 | 0.0 | 0.1
CC(=O)c1ccc(C(=O)Nc2ccc(Cl)cc2C(=O)c2ccccc2)cc1 | 7.2 | -4.4 | -0.1 | 0.8
CC(C)N1CCN(Cc2ccco2)CC1 | 61.6* | -2.0 | 0.0 | 1.1
CCCCn1c(NC(=O)CC)c(C(=O)OCC)c2nc3ccccc3nc21 | 4.2 | 3.3 | -0.1 | 2.0
CC(C)NC(=O)N(Cc1ccco1)C1CCN(Cc2ccncc2)CC1 | 4.0 | 6.2 | 0.6 | -1.2
Cc1ccc(-n2c(/C=C/c3ccc([N+](=O)[O-])cc3)nc3ccccc3c2=O)c(Br)c1 | -0.4 | 26.8 | -0.1 | -0.7
Cc1ccc(-n2nc(C)c3c(C)c(CCC(=O)N4CCC5(CC4)OCCO5)c(C)nc32)cc1 | 10.0 | 0.4 | 0.0 | 1.0
O=C1CCCCC1P(=S)(c1ccccc1)N1CCOCC1 (centres undefined) | 0.4 | -2.0 | -0.1 | -0.2
COc1ccc(C2SCC(=O)Nc3c2c(C)nn3C2CCOC(C)(C)C2)cc1OC (centres undefined) | 9.4 | -2.7 | -0.1 | -1.5
O=c1c2ccccc2nc(/C=C/c2ccccc2[N+](=O)[O-])n1-c1ccccc1O | 11.8 | -1.3 | -0.1 | 1.4
COc1cc(C2C([N+](=O)[O-])=C(N)Oc3c2c(=O)oc2ccccc32)ccc1O (centres undefined) | 2.8 | 26.1 | 0.2 | 5.7*
Nc1n[nH]c(-c2nc(N)n[nH]2)n1 | 0.8 | 1.1 | -0.1 | -0.1
Cc1cc(N2CCOCC2)ccc1/C=C1\C(=O)NC(=O)N(c2ccc3c(c2)OCO3)C1=O | 16.7 | 4.9 | -0.2 | 0.8
Nc1cc(C(=O)NCCC2=CCCCC2)ccc1N1CC2CC(C1)c1cccc(=O)n1C2 (centres undefined) | 11.6 | 8.4 | 0.2 | -0.5
OC1(c2ccccc2F)CC2CCC(C1)N2Cc1nnnn1Cc1cccs1 (centres undefined) | 19.7 | 11.8 | -0.1 | -0.9

Structures shown so far with a CF3 group:
SMILES | MITF primary | TEAD-YAP block | FBW7 act | GPR151 activ
CCOc1cc(-c2c(C#N)c(N)n3c(nc4ccccc43)c2C#N)ccc1OCc1cccc(C(F)(F)F)c1 | -0.8 | 7.2 | 0.0 | 0.2
CN1CCN(Cc2ccccc2C(F)(F)F)CC1 | 2.7 | -2.4 | 0.0 | 0.1

Further entries follow:
SMILES | MITF primary | TEAD-YAP block | FBW7 act | GPR151 activ
COC1=CC(=O)O[C@H](/C=C/c2ccc3c(c2)OCO3)C1 | 0.6 | 77.9* | 0.7 | 0.6
CC1CCC2(CC1)NC(=O)N(CN1CC=C(c3ccccc3)CC1)C2=O (centres undefined) | -1.2 | -5.8 | 0.0 | -1.6
Cc1cc(C)nc(NC2=NCCS2)n1 | 3.6 | 0.8 | 0.4 | -0.4
Cc1[nH]c2ccccc2c1CCNCc1ccc(F)cc1F | 39.9 | -10.0 | -0.3 | -1.4
O=[N+]([O-])c1ccc(N2CCCCC2)c2ncccc12 | 7.4 | 0.5 | -0.3 | 1.1
Cc1nnc2nc(N[N+](=O)[O-])nc(N)n12 | 11.1 | 7.2 | 0.5 | 3.0
O=P(OCC(F)(F)F)(N1CCOCC1)N1CCOCC1 | -4.2 | 0.3 | 0.2 | 0.5
CC12CN3CC(C)(CN(C1)C3c1c[nH]c3ccccc13)C2O (centres undefined) | 5.8 | 8.2 | 0.0 | 0.5
O=C1NC(=O)C(=Cc2cccc(F)c2)C(=O)N1 | -1.3 | -3.2 | 0.0 | 1.1
CNC(=O)O/N=C(\N)c1ccc(N(C)C)cc1 | 8.7 | -1.4 | -0.3 | -0.5
COc1ccc(C(Cc2ccccc2)NC2CN3CCC2CC3)cc1 (centres undefined) | -9.5 | -6.8 | -0.1 | 0.2
CC1CN=C(Nc2cccc3ccccc23)S1 (centres undefined) | 5.6 | -11.3 | -0.1 | -1.9
CN1CCc2[nH]c(=S)c(C#N)c(-c3ccc(F)cc3)c2C1 | 6.9 | 4.2 | -0.2 | 0.1
N#CC(C#N)=Cc1ccc(N2CCCCC2)cc1 | 9.0 | 23.8 | 0.8 | -0.8
